# High-throughput results from PubChem BioAssay.
# MITF TRPM1 HTS: increases MITF-driven TRPM1 promoter luciferase signal; SK-MEL-5 TRPM1-promoter luciferase, 24 h; % of positive control, neutral wells = 0; activation, % at 12.5 µM; 300,000 compounds, 0.75% hits; AID 588334;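 active = mean activation of at least 80% with every replicate also reaching 80%; inconclusive = mean reaches 80% but some replicate falls short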;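 also: 0% = neutral control wells and 100% = parthenolide positive control wells; values of inactives mirror those of a sister screen read the other way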
# Wnt bcat act: activates Wnt/beta-catenin signaling in a reporter cell assay. AID 743398. activation, % at 9.35 µM. 300,000 compounds, 1.2% hits. activator, plate reader; in the data active = activation above about 30%, passing the limit was not always enough; inconclusive = no clear call, values can overlap the other calls;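 also: 0% = neutral control wells and 100% = positive control wells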
# V-ATPase pH: regulators of yeast V-ATPase proton transport; S. cerevisiae, pHLuorin cytosolic pH fluorescence; response, % at 10 µM; 350,000 compounds, 0.37% hits; in the data active = response mostly above about 7.3%, no sharp cut-off; inactive = mostly below about 5.4%; also: actives read high; inactives centre near 0; some compounds called inactive have numbers as strong as hits
# CAL PDZ FP-1: inhibitors of human CAL PDZ peptide binding | Q9HD26 | purified CAL PDZ, TMR-peptide fluorescence polarization, 1 h | inhibition, % at 24.9 µM | 300,000 compounds, 0.92% hits | AID 602252;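 active = mean inhibition of at least 30% with at least half of replicates also reaching 30%; inconclusive = no clear call, values can overlap the other calls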;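 also: 0% = DMSO neutral control and 100% = excess unlabeled competitor peptide PRC23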
# CAL PDZ FP-2: inhibitors of human CAL PDZ peptide binding; Q9HD26; purified CAL PDZ, TMR-peptide fluorescence polarization, 1 h; inhibition, % at 20 µM; 330,000 compounds, 0.02% hits; AID 504414;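 active = highest replicate inhibition of at least 40%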;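 also: plate controls were DMSO neutral control wells for no effect and unlabeled competitor peptide control wells for full effect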
#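 Material: tagged CAL PDZ protein CerCALP, purified; buffer or medium: sodium phosphate/NaCl buffer pH 7.4 with TCEP, IgG, Thesit; also added: fluorescent TMR peptide probe; schedule: 1 h incubation at room temperature before polarization reading; technique: fluorescence polarization from S- and P-plane intensities, G-factor corrected; control set: unlabelled peptide and DMSO controls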
# cardiac RTF act: increases calcium sensitivity of human cardiac regulated thin filaments; P19429+P45379; IANBD-labeled TnC RTF fluorescence at EC20 calcium; 0% EC20 calcium, 100% full calcium; activation, % at 7.2 µM; 340,000 compounds, 0.24% hits;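 active = activation above the mean over all tested compounds plus 3 SD, cut at about 30% in these data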;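 also: rise in fluorescence read as greater calcium sensitivity of cardiac thin filaments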
# CDK5 p35 inh: CDK5/p35 (human) kinase inhibition; 330,000 compounds, 0.01% hits; AID 488839; Recombinant CDK5/p35, ADP-Glo luminescence, 60 min; inhibition, % at 10 µM;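 active = highest replicate inhibition of at least 50% and at least 75% of replicates reaching 50%; inconclusive = only one of the two criteria met; inactive = both criteria failed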;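 also: plate controls were DMSO neutral control for no effect and GW8510 at 10 µM for full effect; many of its hits are not listed in these tables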
# Target sequence (Q00535 whole entry, looked up): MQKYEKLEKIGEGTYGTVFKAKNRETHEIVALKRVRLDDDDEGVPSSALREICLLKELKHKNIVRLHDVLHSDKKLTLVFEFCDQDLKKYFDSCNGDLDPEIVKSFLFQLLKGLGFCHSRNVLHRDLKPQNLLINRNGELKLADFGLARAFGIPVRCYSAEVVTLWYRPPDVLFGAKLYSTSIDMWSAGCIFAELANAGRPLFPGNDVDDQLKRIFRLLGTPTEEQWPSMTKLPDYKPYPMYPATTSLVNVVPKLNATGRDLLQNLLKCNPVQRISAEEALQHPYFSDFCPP
# Target sequence (Q15078 whole entry, looked up): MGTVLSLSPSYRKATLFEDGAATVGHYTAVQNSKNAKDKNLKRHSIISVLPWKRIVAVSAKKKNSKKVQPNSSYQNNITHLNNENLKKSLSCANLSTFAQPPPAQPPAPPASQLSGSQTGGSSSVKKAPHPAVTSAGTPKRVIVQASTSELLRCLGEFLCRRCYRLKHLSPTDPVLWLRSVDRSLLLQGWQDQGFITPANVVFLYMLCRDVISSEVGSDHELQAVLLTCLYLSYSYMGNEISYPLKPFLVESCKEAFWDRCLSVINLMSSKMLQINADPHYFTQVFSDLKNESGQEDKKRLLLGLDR
# Tat transport: blocks Tat-dependent protein export in E. coli. AID 488895. inhibition, % at 10 µM. 340,000 compounds, 0.036% hits. E. coli MC4100 TorA-mCherry Tat export, fluorescence;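 active = mean replicate inhibition at least 50% and at least half of replicates individually reaching 50%; inconclusive = only one of the two criteria met; inactive = neither criterion met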;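 also: exported cargo escapes ClpAP degradation while cytoplasmic cargo is degraded and loses fluorescence; 0% = median of neutral control wells and 100% = median of NaSCN control wells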
# Rtt109 HAT inh: inhibitors of Candida albicans Rtt109/Vps75 histone acetyltransferase. Q5AAJ8. purified Rtt109/Vps75, ThioGlo CoA-SH fluorescence, 4 h. inhibition, % at 34.9 µM. 330,000 compounds, 0.16% hits. AID 540336;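 active = inhibition of at least 50% in every replicate; inconclusive = best replicate reaches 50% inhibition but some replicates fall short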
# dFosB activator: activators of mouse delta FosB homodimer; P13346; purified delta FosB, TAMRA-CDK5 oligo fluorescence polarization; percent of positive-control signal above neutral wells; activation, % at 25 µM; 340,000 compounds, 0.99% hits;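 active = mean activation above about 17%, with every replicate also reaching it, limit read from the data, passing the limit was not always enough; inconclusive = only one of the two conditions met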;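 also: fluorescence polarization rise as delta FosB binds a TAMRA Cdk5 AP-1 oligo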
# Target sequence (P13346 whole entry, looked up): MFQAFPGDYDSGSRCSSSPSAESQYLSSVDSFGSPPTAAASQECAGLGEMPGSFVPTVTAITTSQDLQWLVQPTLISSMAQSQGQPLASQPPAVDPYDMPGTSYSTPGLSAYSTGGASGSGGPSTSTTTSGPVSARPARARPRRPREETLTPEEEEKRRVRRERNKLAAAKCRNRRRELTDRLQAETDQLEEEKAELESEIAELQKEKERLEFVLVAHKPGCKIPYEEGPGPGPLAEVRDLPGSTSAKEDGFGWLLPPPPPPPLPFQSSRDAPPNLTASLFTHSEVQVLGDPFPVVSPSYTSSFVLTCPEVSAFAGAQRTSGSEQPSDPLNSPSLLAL
# Starred values were filed as active, the others as inactive; ? = inconclusive; . = not tested or not shown.
SMILES,MITF TRPM1 HTS,Wnt bcat act,V-ATPase pH,CAL PDZ FP-1,CAL PDZ FP-2,cardiac RTF act,CDK5 p35 inh,Tat transport,Rtt109 HAT inh,dFosB activator
COc1cc(/C=N/NC(N)=S)ccc1OCC(=O)Nc1ccc(C)c(C)c1,-12,.,-5,1,1.1,7,0.4,-11,-16,-1
COc1ccc(C2=NOC(C(=O)Nc3c(C)n(C)n(-c4ccccc4)c3=O)C2)cc1 (configuration not stated),10,-2,-3,-10,0.2,-2,-2.9,10,-4,-3
COc1ccc(CCNC(=O)CCCCC(=O)NCCc2ccc(OC)cc2)cc1,6,-2,4,-5,-0.3,-3,0.6,-4,12,-3
COc1ccc(S(=O)(=O)N2CCC(C(=O)NCC3CCCCC3)CC2)cc1,6,-3,-2,-1,0.0,-2,-1.3,-6,-16,-12
O=C1C2C3c4ccccc4C(c4ccccc43)C2C(=O)N1c1cccc2cccnc12 (configuration not stated),.,.,4,-4,.,4,-0.2,-5,1,-10
CCN(CC)S(=O)(=O)c1ccc(N2CCCC2)c(NS(=O)(=O)c2ccc(F)cc2)c1,-7,0,3,-3,-0.5,-4,2.3,-4,-3,-6
O=C(COc1ccc2ccccc2c1)N1CCN(C(=O)c2ccc([N+](=O)[O-])cc2)CC1,-6,-1,0,0,-1.3,5,-5.4,5,-8,-7
CCc1cc2c(=O)[nH]c(COC)nc2s1,-16,1,0,-3,0.8,2,1.1,0,-3,-5
Cc1nn(-c2ccccc2)c2c1C(=O)N(Cc1ccccc1)C(=O)C(C)(C)C2,1,.,0,-7,-0.8,3,0.3,4,16,-4
O=C(O)c1c2c(nc3ccccc13)/C(=C/c1ccc(O)cc1)CCC2,-1,.,-3,1,-19,6,-2.5,2,-26,0
CCn1c(O)c(N=NC(=O)C2C(=O)NCC2c2ccccc2)c2ccccc21 (configuration not stated),-11,.,1,-3,-0.6,-3,.,3,13,-9
CC1=C[C@H]2Cc3cc(C)cc(C)c3S(=O)(=O)[C@@H]2C=C1,5,-2,-1,-1,-3.2,4,-1.7,0,-17,-7
CN(c1ccccc1)S(=O)(=O)c1ccc(Cl)c(C(=O)OCC(N)=O)c1,1,6,-2,17,-1.1,2,-0.3,15,4,-9
CCN1CCN(C(=O)CCCCCn2c(=O)[nH]c3cc(C(=O)OC)ccc3c2=O)CC1,3,0,-2,-2,-2.0,1,-2.7,-10,-2,-8
O=C(NCc1ccccc1Cl)C1CCN(S(=O)(=O)N2CCC3(CC2)OCCO3)CC1,-6,-4,7,-2,-0.9,2,-2.0,-11,-6,2
CC(C)OC(=O)CN1CCN(S(=O)(=O)c2cc(Cl)ccc2Cl)CC1,-4,.,-2,-3,1.4,-3,-1.7,-8,3,-8
CCC(=O)N/N=C(\C)CC(=O)Nc1cc(Cl)ccc1C,5,-1,-2,-3,-1.0,4,-1.2,-3,2,-2
CCCCOC(=O)Nc1nc2ccc(OC)cc2s1,?,10,0,-2,-1.0,-2,-0.2,4,-4,-1
O=C(O)COc1ccc(Cl)cc1C1CCCCC1,-6,-7,-2,.,-0.8,-5,0.7,-6,-9,3
O=C(NC(C(=O)c1ccccc1)N1CCCCC1)c1ccccc1 (configuration not stated),.,-6,-6,-2,.,-4,-0.6,5,8,-8
COCCCNS(=O)(=O)c1ccc(SC)cc1,-1,.,5,0,0.1,5,-0.3,0,-15,3
CC1CCC2(CC1)NC(=O)N(CC(=O)Nc1cccnc1Cl)C2=O (configuration not stated),9,-3,-7,-4,-0.1,1,-0.4,-4,-7,6
COc1ccc(C23CC4CC(CC(C(=O)O)(C4)C2)C3)c(F)c1,0,2,2,-4,-0.2,9,0.7,-7,4,3
CCCCCCn1c(N2CCN(c3cccc(Cl)c3)CC2)nc2c1c(=O)[nH]c(=O)n2C,2,.,1,-2,-1.2,4,-1.0,3,-11,-8
CSc1ccc(/C=C/C(=O)NC23CC4CC(CC(C4)C2)C3)cc1,33,11,-5,-6,-0.2,7,0.4,1,-8,-8
CN(C)c1ccc(C=C(c2nnnn2-c2ccccc2)c2nnnn2-c2ccccc2)cc1,-3,.,1,-2,-3.0,13,-4.8,6,1,-10
CC1(C)CC(=O)C=C(OC(=O)c2ccc(Cl)cc2)C1,0,.,5,0,-1.1,-3,-0.3,-2,18,-5
O=C(c1cc2c(s1)-c1ccccc1OC2)N1CCN(c2ccccc2)CC1,3,-3,-4,.,-0.2,-4,-0.8,-8,8,5
O=C(N/N=C/c1c[nH]c2ccc(Br)cc12)c1ccn(Cc2ccc(Cl)cc2)n1,9,.,2,-2,0.5,0,0.2,9,6,3
Cc1csc(SCC(=O)Nc2nncs2)n1,7,0,-2,-5,-4.5,8,2.8,2,-6,0
Cc1cc(C)n(-c2nc3ccccc3n3nnnc23)n1,15,1,2,-5,0.2,0,-4.5,6,-9,-1
COC(=O)c1ccc2c(c1)N(Cc1nc(-c3ccc(Cl)cc3)oc1C)C(=O)C1CCCN21 (configuration not stated),-17,4,-1,0,-2.7,2,0.0,1,5,-10
CCOC(=O)/N=C(/NC(=O)Nc1ccc(C(=O)OCC)cc1)OC,-1,2,6,-1,0.5,3,-3.7,-3,-6,-1
CSc1nc(Oc2ccc(C)cc2)cc(C(F)(F)F)n1,-3,.,0,2,-0.8,-3,0.8,-6,-3,3
CC(C)N(CCNC(=O)c1oc(=O)c2ccccc2c1-c1ccccc1)Cc1ccco1,8,.,-3,-3,-2.1,4,-0.5,-4,3,-10
CC(=O)CN1Cc2ccccc2/C1=N\C(=O)Nc1ccccc1,26,22,-3,-1,-2.0,7,-0.9,-1,3,-5
Cc1noc(C)c1S(=O)(=O)N1CCCC(C(=O)NCc2ccccc2Cl)C1 (configuration not stated),-2,0,2,-2,-1.9,-3,0.1,-10,3,3
O=C(CN1C(=O)C2CC=CCC2C1=O)Nc1nccs1 (configuration not stated),1,.,0,-2,-0.4,5,0.5,2,-21,-1
O=C(Nc1nc2c(F)cc(F)cc2s1)c1ccco1,.,46*,-3,1,-0.8,-1,3.1,5,2,1
CCc1cc2ccccc2nc1SCC(=O)Nc1cc(OC)c(OC)cc1C(=O)O,-8,.,0,-1,-3.1,-8,-1.5,5,-4,-14
CCN1C(=O)C(CC(=O)Nc2ccc(OC)cc2)N(CCc2ccc(F)cc2)C1=S (configuration not stated),0,-2,6,3,-0.8,6,-0.1,8,5,-17
C=CCOc1ccc(/C=C/C(=O)OC(C)C(=O)Nc2ccc(NC(C)=O)cc2)cc1 (configuration not stated),4,-3,1,-2,-1.9,-17,1.9,15,0,-6
Cc1ccc(/C(O)=C2\C(=O)C(=O)N(CCN(C)C)C2c2ccccc2F)cc1 (configuration not stated),-3,.,4,-2,-0.6,4,0.6,-3,-1,-2
COc1cc(NS(=O)(=O)c2cc3c(cc2C)NC(=O)CO3)cc(OC)c1,.,-3,1,.,-2.5,3,-1.7,4,-5,-11
OCCC1CN(Cc2cc3c(cc2Cl)OCO3)CCN1Cc1ccccc1 (configuration not stated),12,-3,1,10,-0.8,6,0.0,5,1,6

# A second format for 10 compounds above:
molecule | MITF TRPM1 HTS | Wnt bcat act | V-ATPase pH | CAL PDZ FP-1 | CAL PDZ FP-2 | cardiac RTF act | CDK5 p35 inh | Tat transport | Rtt109 HAT inh | dFosB activator
Cc1cc(C)n(-c2nc3ccccc3n3nnnc23)n1 | 15 | 1 | 2 | -5 | 0.2 | 0 | -4.5 | 6 | -9 | -1
COC(=O)c1ccc2c(c1)N(Cc1nc(-c3ccc(Cl)cc3)oc1C)C(=O)C1CCCN21 (configuration not stated) | -17 | 4 | -1 | 0 | -2.7 | 2 | 0.0 | 1 | 5 | -10
CCOC(=O)/N=C(/NC(=O)Nc1ccc(C(=O)OCC)cc1)OC | -1 | 2 | 6 | -1 | 0.5 | 3 | -3.7 | -3 | -6 | -1
CSc1nc(Oc2ccc(C)cc2)cc(C(F)(F)F)n1 | -3 | . | 0 | 2 | -0.8 | -3 | 0.8 | -6 | -3 | 3
CC(C)N(CCNC(=O)c1oc(=O)c2ccccc2c1-c1ccccc1)Cc1ccco1 | 8 | . | -3 | -3 | -2.1 | 4 | -0.5 | -4 | 3 | -10
CC(=O)CN1Cc2ccccc2/C1=N\C(=O)Nc1ccccc1 | 26 | 22 | -3 | -1 | -2.0 | 7 | -0.9 | -1 | 3 | -5
Cc1noc(C)c1S(=O)(=O)N1CCCC(C(=O)NCc2ccccc2Cl)C1 (configuration not stated) | -2 | 0 | 2 | -2 | -1.9 | -3 | 0.1 | -10 | 3 | 3
O=C(CN1C(=O)C2CC=CCC2C1=O)Nc1nccs1 (configuration not stated) | 1 | . | 0 | -2 | -0.4 | 5 | 0.5 | 2 | -21 | -1
O=C(Nc1nc2c(F)cc(F)cc2s1)c1ccco1 | . | 46* | -3 | 1 | -0.8 | -1 | 3.1 | 5 | 2 | 1
CCc1cc2ccccc2nc1SCC(=O)Nc1cc(OC)c(OC)cc1C(=O)O | -8 | . | 0 | -1 | -3.1 | -8 | -1.5 | 5 | -4 | -14

# Next entries follow.
SMILES,MITF TRPM1 HTS,Wnt bcat act,V-ATPase pH,CAL PDZ FP-1,CAL PDZ FP-2,cardiac RTF act,CDK5 p35 inh,Tat transport,Rtt109 HAT inh,dFosB activator
CCC(CCCO)CCC[C@H](C)CCC1OCCO1 (some centres not stated),-2,-2,0,3,-0.2,3,-7.4,2,0,0
COc1cc(/C=C/C(=O)OCC(=O)NCCC2=CCCCC2)ccc1O,-2,0,2,.,-0.7,3,1.8,-12,10,-6
NS(=O)(=O)c1ccc(NC(=O)COC(=O)c2c3c(nc4ccccc24)/C(=C\c2ccc4c(c2)OCO4)CCC3)cc1,18,0,-1,-4,-0.6,5,2.2,7,6,?
Cc1ccc(OCC(=O)NC2CCS(=O)(=O)C2)c([N+](=O)[O-])n1 (configuration not stated),8,-2,-5,-1,-0.1,-1,-0.1,10,1,-1
O=C(CN1CCSC1=NCc1ccccc1)c1ccc(Cl)cc1,2,-5,2,2,-0.6,-4,.,-4,6,-2
O=C(NCCN1CCCC1)C1CCC(=O)N(CCCN2CCOCC2)C1 (configuration not stated),-2,0,-1,1,-2.7,-2,-0.5,2,11,5
CC1CN(C(=O)CCN2C(=O)c3ccccc3C2=O)CC(C)O1 (configuration not stated),3,-1,0,10,-3.8,-1,-3.8,-9,-7,4
Cc1nnc2ccc(N3CCOCC3)nn12,2,.,-1,-3,-0.7,-7,0.8,6,-3,4
COc1ccccc1NC(=O)CCN1CCN(Cc2ccccc2)CC1,-4,-1,0,-1,-0.4,10,-0.7,-13,6,-5
